High-throughput results as filed in PubChem.
UBC13 inh: human UBC13 polyubiquitination inhibition; UBC13 polyubiquitin chain formation, TR-FRET; inhibition, % at 20 µM; 330,000 compounds, 0.47% hits; in the data active means inhibition above about 45%, passing the limit was not always enough
Target sequence (P61088 whole entry, looked up): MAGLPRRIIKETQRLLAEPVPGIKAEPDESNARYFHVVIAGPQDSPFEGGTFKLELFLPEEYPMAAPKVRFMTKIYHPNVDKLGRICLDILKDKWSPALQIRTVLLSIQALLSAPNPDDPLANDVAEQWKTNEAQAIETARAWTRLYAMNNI
EBI2 block: antagonists of human EBI2 receptor; EBI2 beta-arrestin recruitment, luminescence, 7a,25-OHC stimulated; inhibition, % at 5 µM; 360,000 compounds, 0.81% hits; in the data active means inhibition above about 38%;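 further: enzyme fragment complementation signal reports receptor beta-arrestin coupling in cells; 0% = agonist plus DMSO wells and 100% = wells without agonist; some results beyond the cut were filed as inactive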
Target sequence (P32249 whole entry, looked up, the tested form may be a part): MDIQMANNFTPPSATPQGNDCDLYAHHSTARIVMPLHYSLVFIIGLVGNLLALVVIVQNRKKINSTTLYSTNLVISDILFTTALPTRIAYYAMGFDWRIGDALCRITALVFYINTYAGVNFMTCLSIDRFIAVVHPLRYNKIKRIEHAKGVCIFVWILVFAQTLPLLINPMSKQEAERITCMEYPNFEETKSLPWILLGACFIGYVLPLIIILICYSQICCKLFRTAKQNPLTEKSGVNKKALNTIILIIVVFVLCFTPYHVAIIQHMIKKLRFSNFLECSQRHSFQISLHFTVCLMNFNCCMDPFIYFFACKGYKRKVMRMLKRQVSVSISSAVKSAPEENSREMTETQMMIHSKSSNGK
Gli-Sufu antag: Gli-Sufu pathway antagonism. Sufu-KO-LIGHT fibroblasts, Gli luciferase reporter luminescence. inhibition, % at 5 µM. 340,000 compounds, 0.74% hits. AID 588413;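 active means inhibition above about 55%, limit read from the data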;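 further: 0% = DMSO-treated cells and 100% = wells with medium but no cells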
CCR6 antagonist: blocks CCL20-driven beta-arrestin recruitment at human CCR6. P51684. CHO-K1 CCR6 PathHunter beta-arrestin, luminescence, CCL20-stimulated. 340,000 compounds, 0.49% hits. inhibition, % at 20 µM;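 active means compounds whose inhibition of the agonist-driven luminescence signal at 20 µM reaches about 50%, limit read from the data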;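 further: cells stimulated with CCL20 at 14 nM final; plate controls were DMSO with CCL20 for no effect and DMSO without agonist for full effect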
697 NFkB inh: inhibitors of the PMA/ionomycin-induced NF-kB reporter in 697 B cells; 330,000 compounds, 0.33% hits; inhibition, % at 4 µM; 697 B-cell NF-kB luciferase reporter, 16 h; in the data active means inhibition above about 35%
SENP8 inh: inhibitors of human SENP8 protease | Q96LD8 | purified SENP8, Z-RLRGG-aminoluciferin cleavage, luminescence | inhibition, % at 10 µM | 330,000 compounds, 1.2% hits | AID 2540
Target sequence (Q96LD8 whole entry, looked up): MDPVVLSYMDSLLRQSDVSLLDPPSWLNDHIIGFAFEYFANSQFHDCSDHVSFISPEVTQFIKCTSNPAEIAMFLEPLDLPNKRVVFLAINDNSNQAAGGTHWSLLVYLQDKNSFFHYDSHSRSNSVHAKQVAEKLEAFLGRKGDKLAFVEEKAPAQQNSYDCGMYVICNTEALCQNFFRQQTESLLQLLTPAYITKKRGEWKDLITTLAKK
Jurkat NFkB inh: lowers PMA/ionomycin-induced NF-kB signal in Jurkat cells; PMA/ionomycin-induced NF-kB luciferase reporter, luminescence; inhibition, % at 4 µM; 330,000 compounds, 0.53% hits; AID 435003
Apaf-1 inh: human Apaf-1 inhibition. reconstituted apoptosome caspase-3 activity, DEVD-Rh110 fluorescence. inhibition, % at 20 µM. 330,000 compounds, 0.71% hits; active means inhibition of at least 40% at 20 µM;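 further: plate controls were DMSO wells for no effect and DEVD-CHO caspase inhibitor wells for full effect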
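Material: reconstituted apoptosome with Apaf-1, cytochrome c, caspase-9, procaspase-3, dATP. Technique: Rh110 fluorescence intensity. Buffer or medium: pH 7.5 Hepes buffer with CHAPS, BSA, DTT. Times: 30 min plus 50 min, RT.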
An asterisk follows results filed as active; . = not tested or not shown. Unless noted, no stated cut-off is given here; in the data, active means inhibition above about 50%; inactive means the rest. This is a subset; count on the stated rates, not on these rows.

Field names – A = UBC13 inh; B = EBI2 block; C = Gli-Sufu antag; D = CCR6 antagonist; E = 697 NFkB inh; F = SENP8 inh; G = Jurkat NFkB inh; H = Apaf-1 inh
Cc1ccccc1NC(=O)CN1C(=O)COc2ccc(Cl)cc21
  A = 6	B = 1	C = 6	D = 3	E = 13	F = 10	G = 8	H = -12

CCCCNc1c([N+](=O)[O-])cc(C(=O)O)cc1[N+](=O)[O-]
  A = -16	B = -12	C = 3	D = 0	E = 10	F = -9	G = 9	H = 2

CCCNC(=O)C1CN(S(=O)(=O)c2ccccc2)CCN1S(=O)(=O)c1ccccc1 (stereo unspecified)
  A = 4	B = 3	C = 3	D = -7	E = 15	F = 0	G = 8	H = -9

CS(=O)(=O)N1CCN(C(=O)c2cc3ccccc3oc2=O)CC1
  A = 8	B = -7	C = 0	D = -1	E = 20	F = 7	G = 2	H = -16

Cc1cc(C)c(S(=O)(=O)N2CCN(C3CC(=O)N(c4ccccc4Cl)C3=O)CC2)c(C)c1 (stereo unspecified)
  A = 18	B = 5	C = -1	D = 14	E = 7	F = 2	G = 2	H = 10

CS(=O)(=O)c1cnc(-c2ccccc2)nc1-c1ccc(Cl)c(Cl)c1
  A = 0	B = 14	C = 1	D = 8	E = 9	F = 4	G = 2	H = -1

Cc1ccc(C(=O)n2cnc3ccccc32)cc1C
  A = 5	B = 5	C = -10	D = 15	E = -2	F = -50	G = 2	H = 9

COc1ccc(OC)c(NC(=O)CSc2nnc(-c3cccnc3)s2)c1
  A = 16	B = 8	C = 4	D = 8	E = -38	F = 0	G = -3	H = -15

O=C(O)CCCCNS(=O)(=O)c1ccc(Cl)c(C(F)(F)F)c1
  A = -15	B = -23	C = 3	D = -2	E = -1	F = -5	G = -13	H = 6

COCCN1CCn2c(nc3cc(NC(=O)c4ccc(OC)cc4)ccc32)C1
  A = 8	B = -5	C = -4	D = -8	E = 12	F = -1	G = -5	H = -7

Cc1cccc(N2CCN(S(=O)(=O)c3ccc4[nH]c(=O)c(=O)[nH]c4c3)CC2C)c1 (stereo unspecified)
  A = 0	B = .	C = .	D = .	E = 2	F = -3	G = -5	H = 9

CCOC(=O)C1=NNC2C(=O)N(CC)C(=O)C12 (stereo unspecified)
  A = 1	B = -8	C = -18	D = -4	E = 26	F = 3	G = 14	H = -8

COc1ccc(NC(=O)c2ccccc2NC(=O)c2ccccc2)cc1
  A = -3	B = -2	C = -1	D = -5	E = -4	F = -2	G = -18	H = 13

CCN(CC)S(=O)(=O)c1ccc(C(=O)NCC(=O)NCCCc2ccccc2)cc1
  A = -2	B = 12	C = -15	D = 17	E = -9	F = 3	G = 3	H = 5

COc1cc(C(=O)NCCCNC(=O)c2cc(OC)c(OC)c(OC)c2)cc(OC)c1OC
  A = 3	B = 20	C = 0	D = 1	E = 11	F = -5	G = -27	H = -22

Cc1ccccc1NC(=O)Cn1c(=O)n(Cc2ccccc2)c(=O)c2c(C)c(C)sc21
  A = -22	B = 18	C = 8	D = 7	E = -7	F = -8	G = 6	H = 3

COc1cc(/C=N/Nc2ncc(C(F)(F)F)cc2Cl)cc(OC)c1O
  A = -12	B = 13	C = -2	D = -15	E = -23	F = 0	G = 21	H = 10

COCCOC(=O)C1=C(C)Nc2cc(=O)[nH]c(=O)n2C1c1cccc([N+](=O)[O-])c1 (stereo unspecified)
  A = -5	B = 1	C = 25	D = 27	E = -7	F = -5	G = 10	H = -13

COc1ccc(S(=O)(=O)N(C)c2ccc(C(=O)NC3CCCC3)cc2)cc1
  A = -2	B = 6	C = 1	D = 10	E = 2	F = -5	G = 6	H = 9

C=CCn1c(SCC(=O)Nc2ccc3c(c2)OCO3)nnc1-c1ccccc1
  A = -5	B = 1	C = 8	D = -6	E = 9	F = -2	G = -11	H = -1

CCCC(C)NC(=O)CSCc1ccc(OC)cc1 (stereo unspecified)
  A = -2	B = 0	C = -1	D = -2	E = 9	F = -1	G = 1	H = 5

COc1nc(C)cc(C)c1S(=O)(=O)c1ccccc1C
  A = 6	B = -7	C = 6	D = 5	E = 13	F = 2	G = -14	H = 4

CCN(CC)CCn1c(N)c(S(=O)(=O)c2ccccc2)c2nc3ccccc3nc21
  A = 9	B = 31	C = 14	D = 38	E = -2	F = -6	G = 11	H = 12

CC(=O)c1ccc(S(=O)(=O)NCCc2cn3ccc(C)cc3n2)cc1
  A = 2	B = 10	C = 12	D = 0	E = 23	F = 0	G = -1	H = -4

NC(=S)N/N=C1\CC(c2ccc3c(c2)OCCO3)Oc2ccc(F)cc21 (stereo unspecified)
  A = -11	B = 3	C = 2	D = 14	E = -10	F = -1	G = -11	H = 14

O=S(=O)(/N=C(\c1ccccc1F)N1CCCCC1)c1ccccc1
  A = 1	B = -4	C = 22	D = 5	E = 6	F = 5	G = -4	H = -8

O=C(CSc1c[nH]c2ccccc12)N1CCCc2ccccc21
  A = 7	B = 7	C = 37	D = 13	E = 9	F = -6	G = 1	H = 9

CN(CC(=O)Nc1ccc(F)cc1)C(=O)CSc1nccn1C
  A = 2	B = 2	C = 2	D = 0	E = 17	F = 3	G = 12	H = 0

CC(C)NC(=O)c1c(CSc2ccc(Cl)cc2)noc1C(=O)NCc1ccccc1
  A = 19	B = -3	C = -8	D = 14	E = 4	F = 3	G = 10	H = 0

CCOC(=O)C1=C(C)Nc2ccccc2N=C1NC(=O)Cc1ccc(OC)cc1
  A = 7	B = -1	C = 4	D = 8	E = 2	F = 2	G = 3	H = -9

Full records from above. Values in the order: UBC13 inh | EBI2 block | Gli-Sufu antag | CCR6 antagonist | 697 NFkB inh | SENP8 inh | Jurkat NFkB inh | Apaf-1 inh
Shown for C=CCn1c(SCC(=O)Nc2ccc3c(c2)OCO3)nnc1-c1ccccc1 → -5 | 1 | 8 | -6 | 9 | -2 | -11 | -1
Shown for CN(CC(=O)Nc1ccc(F)cc1)C(=O)CSc1nccn1C → 2 | 2 | 2 | 0 | 17 | 3 | 12 | 0
Shown for CCN(CC)CCn1c(N)c(S(=O)(=O)c2ccccc2)c2nc3ccccc3nc21 → 9 | 31 | 14 | 38 | -2 | -6 | 11 | 12
Shown for COc1cc(/C=N/Nc2ncc(C(F)(F)F)cc2Cl)cc(OC)c1O → -12 | 13 | -2 | -15 | -23 | 0 | 21 | 10
Shown for Cc1ccccc1NC(=O)Cn1c(=O)n(Cc2ccccc2)c(=O)c2c(C)c(C)sc21 → -22 | 18 | 8 | 7 | -7 | -8 | 6 | 3

(listing goes on)
Field names – A = UBC13 inh; B = EBI2 block; C = Gli-Sufu antag; D = CCR6 antagonist; E = 697 NFkB inh; F = SENP8 inh; G = Jurkat NFkB inh; H = Apaf-1 inh
CCOC(=O)N1CCN(C(=O)Cc2ccccc2OC)CC1
  A = -2	B = -1	C = -8	D = -11	E = 17	F = 9	G = -3	H = -5

c1ccc(-n2ncc3c(NCC4CCCO4)ncnc32)cc1 (stereo unspecified)
  A = 14	B = -12	C = -72	D = -16	E = -68	F = 1	G = -59	H = -11

O=C(COC(=O)/C=C/c1cccc(C(F)(F)F)c1)NC1CCS(=O)(=O)C1 (stereo unspecified)
  A = 4	B = -5	C = -4	D = 12	E = 13	F = 4	G = 8	H = 0

COC(=O)C1=C(C(=O)OC)[C@@H]2N(C)c3ccccc3[C@@]23C[C@@H](C(=O)OC)N=C3N1
  A = 4	B = 2	C = 12	D = -3	E = 30	F = 8	G = 10	H = -1

Cc1ccc(CNC(=O)c2ccc(N(C)C)cc2)cc1
  A = 3	B = 20	C = -10	D = -4	E = 23	F = -3	G = -5	H = -10

O=C(C1=C[C@H](c2csc3ccccc23)C[C@H](OCCCCO)O1)N1CCN(Cc2ccccc2)CC1
  A = 0	B = 24	C = 19	D = 17	E = 7	F = -10	G = 0	H = 18

CC1(C)CC(N2CCC(=O)N(C3CC(C)(C)NC(C)(C)C3)C2)CC(C)(C)N1
  A = 14	B = -9	C = -48	D = 14	E = 4	F = -6	G = 11	H = 5

CCOC(=O)C1CCCN(S(=O)(=O)c2cccs2)C1 (stereo unspecified)
  A = -5	B = -14	C = -3	D = 4	E = -8	F = -7	G = -3	H = -3

Cc1ccc(S(=O)(=O)Nc2cccc(C(=O)NCC(C)(C)N3CCOCC3)c2)cc1F
  A = -2	B = 4	C = 4	D = 7	E = 4	F = 3	G = 3	H = -6

Cc1ccc(-c2nc(CS(=O)(=O)CC(=O)NCCN3CCCC3)c(C)o2)cc1
  A = 0	B = -4	C = -6	D = 12	E = -4	F = -12	G = -10	H = 4

O=C(OCc1ccccc1)N1CCOCCOCCN(C(=O)OCc2ccccc2)CCOCCOCC1
  A = -2	B = 7	C = -6	D = 3	E = -17	F = -2	G = 4	H = 14

Cc1ccc2cc(CN(C(=O)c3ccncc3)C(C)C)c(=O)[nH]c2c1
  A = -8	B = 4	C = 3	D = 1	E = 2	F = -6	G = -17	H = 9

Cc1c(C)n(Cc2ccccc2)c2ncnc(N)c12
  A = 59*	B = -6	C = -2	D = -4	E = -8	F = 4	G = 11	H = 5

CC(C)(C)SCCNC(=O)CN(c1ccc(F)cc1)S(=O)(=O)c1ccccc1
  A = -2	B = 6	C = 0	D = 11	E = 2	F = 0	G = -6	H = 3

C#CCOc1ccc(Cl)cc1/C=C1/C(=O)ON=C1C
  A = -2	B = -10	C = 21	D = 9	E = 5	F = -2	G = 10	H = 5

Entries above containing an NH in an aromatic ring:
Field names – A = UBC13 inh; B = EBI2 block; C = Gli-Sufu antag; D = CCR6 antagonist; E = 697 NFkB inh; F = SENP8 inh; G = Jurkat NFkB inh; H = Apaf-1 inh
Cc1cccc(N2CCN(S(=O)(=O)c3ccc4[nH]c(=O)c(=O)[nH]c4c3)CC2C)c1 (stereo unspecified)
  A = 0	B = .	C = .	D = .	E = 2	F = -3	G = -5	H = 9

COCCOC(=O)C1=C(C)Nc2cc(=O)[nH]c(=O)n2C1c1cccc([N+](=O)[O-])c1 (stereo unspecified)
  A = -5	B = 1	C = 25	D = 27	E = -7	F = -5	G = 10	H = -13

O=C(CSc1c[nH]c2ccccc12)N1CCCc2ccccc21
  A = 7	B = 7	C = 37	D = 13	E = 9	F = -6	G = 1	H = 9

Cc1ccc2cc(CN(C(=O)c3ccncc3)C(C)C)c(=O)[nH]c2c1
  A = -8	B = 4	C = 3	D = 1	E = 2	F = -6	G = -17	H = 9

More compounds follow.
Field names – A = UBC13 inh; B = EBI2 block; C = Gli-Sufu antag; D = CCR6 antagonist; E = 697 NFkB inh; F = SENP8 inh; G = Jurkat NFkB inh; H = Apaf-1 inh
O=C(Nc1cccnc1)c1ccc2snnc2c1
  A = 8	B = 6	C = -14	D = 21	E = -7	F = 4	G = 8	H = -13

Cc1ccsc1C(=O)N(c1nc2ccccc2s1)c1c(C)cccc1C
  A = 18	B = 4	C = 9	D = 25	E = -4	F = -3	G = 7	H = 11

CCN(C(=O)CSc1nc2ccccc2c(=O)n1-c1cccc(C)c1)C1CCS(=O)(=O)C1 (stereo unspecified)
  A = -1	B = -1	C = 2	D = 10	E = 15	F = 4	G = 6	H = -17

O=C(N/N=C/c1ccco1)c1ccc(N2CCCC2=O)cc1
  A = -1	B = -2	C = -13	D = 7	E = -9	F = 0	G = 7	H = -2

COC(=O)CSc1nc(N)c(C#N)c(-c2ccc(O)cc2)c1C#N
  A = 10	B = -1	C = 9	D = 22	E = 11	F = -12	G = 1	H = 4

Cn1cnc(S(=O)(=O)NCc2ccc(Br)cc2)c1
  A = 1	B = -8	C = -14	D = 0	E = -6	F = -2	G = -10	H = 0

CCCCCn1nc(C(=O)OCc2nc(N)nc(Nc3ccccc3)n2)c2ccccc2c1=O
  A = -13	B = -3	C = 3	D = 12	E = -18	F = -13	G = -16	H = 23

Cc1ccc(Cn2ccc(NC(=O)c3cc4nc(-c5ccco5)cc(C(F)(F)F)n4n3)n2)cc1
  A = -13	B = -1	C = 4	D = 5	E = -68	F = 0	G = -53	H = 7

O=C(Cc1ccc(S(=O)(=O)N2CCOCC2)s1)N1CCN(S(=O)(=O)c2cccc(Cl)c2)CC1
  A = -5	B = 0	C = 8	D = -5	E = -11	F = -16	G = -9	H = 12

COc1ccc(CC2(CO)CCN(Cc3ccc(OC(F)(F)F)cc3)CC2)cc1
  A = 24	B = 3	C = -10	D = 9	E = -8	F = -5	G = 28	H = 14

CCOc1ccc(/C=C/C(=O)OCC(=O)c2ccccc2OC)cc1OC
  A = -2	B = 15	C = -3	D = 12	E = -19	F = -11	G = 0	H = 18
